B2AR arrestin: beta2AR (human) beta-arrestin recruitment activity; beta-arrestin recruitment to beta2AR, cell-based reporter; Potency, µM (highest dose often 46.1 µM), without a hit: at the top dose activation, usual class: activators; 330,000 tested, 0.02% active; AID 492947;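 also: potency is read from the fitted curve at half-maximal effect; 0% = DMSO controls and full agonism = EC100 isoproterenol or metaproterenol; nearly all actives have a fitted effect of over 65% in size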
Target sequence (P07550 whole entry, looked up): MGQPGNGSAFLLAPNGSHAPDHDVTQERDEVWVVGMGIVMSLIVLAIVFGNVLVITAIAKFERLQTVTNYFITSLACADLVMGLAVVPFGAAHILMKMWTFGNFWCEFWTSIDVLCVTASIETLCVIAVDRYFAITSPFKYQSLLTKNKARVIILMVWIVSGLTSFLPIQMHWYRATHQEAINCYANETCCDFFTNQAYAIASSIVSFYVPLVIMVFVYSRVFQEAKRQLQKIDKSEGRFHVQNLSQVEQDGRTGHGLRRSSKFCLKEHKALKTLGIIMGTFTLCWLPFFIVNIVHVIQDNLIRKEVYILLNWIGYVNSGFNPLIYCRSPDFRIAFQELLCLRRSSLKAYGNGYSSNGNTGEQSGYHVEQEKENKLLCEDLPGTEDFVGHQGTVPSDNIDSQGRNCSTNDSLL
uPA surface inh: blocks generation of uPA at the cell surface; cell surface uPA generation assay, qHTS; Potency, µM (series often up to 38.3 µM), inactives show top-dose activity change, negative = inhibition, hits mostly inhibitors; 330,000 tested, 0.31% active; AID 540303; active = well fitted inhibition curve with a large enough effect; inconclusive = small, poorly fitted or top-dose-only effect; inactive = no such curve, though single readings can be large or run the other way; tested in mouse RAW 264.7 cells; also: potency is read from the fitted curve at half-maximal effect; nearly all actives have a fitted effect of over 55% in size
USP2a block: USP2a (human) protease inhibition; O75604; USP2 core, Ub-CHOP2 coupled fluorogenic reporter, 485/531; Potency, µM (doses to about 38.3 µM), without a hit: at the top dose activity change, negative = inhibition, usual class: inhibitors; 330,000 tested, 0.01% active; AID 463254;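 also: potency is read from the fitted curve at half-maximal effect; plate controls were DMSO wells for no effect and full inhibition by NEM control for full effect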
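USP2 core (10nM final) preincubated 30min RT with compound in 20mM Tris-HCl pH 8.0, 2mM CaCl2, 2mM beta-mercaptoethanol, 0.05% CHAPS; 25nM Ub-CHOP2 plus 25nM reporter substrate added, fluorescence (Ex485/Em531) read after 60min.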
BCR signal inh: inhibitors of chronic active B-cell receptor signaling | ABC-DLBCL IkBa-CBG/CBR reporter, luminescence ratio, 4 h | Potency, µM (top dose mostly 46.1 µM), for the others: top-dose ratio change, negative = lower green/red ratio, hits mostly inhibitors | 340,000 tested, 0.05% active | AID 493014; active = well fitted inhibition curve with a large enough effect in the signal ratio, with a control signal flat, not every such curve was filed as active; inconclusive = small, poorly fitted or top-dose-only effect, or effect the other way, or a change in a side signal; the % refers to the signal ratio;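 also: potency is read from the fitted curve at half-maximal effect; plate controls were basal doxycycline-induced cells for no effect and cells given 10 µM MG132 for full effect; MG132 reads +100%, hits lower the ratio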
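Compounds up to 46 uM were incubated four hours with TMD8 cells whose green CBG68 luciferase is fused to IkappaBalpha; red CBR luminescence normalised the signal, and concentration-effect curves were fitted to fusion, red and ratio data.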
Coupling enz: coupling enzyme interference in Giardia aldolase counter-screen | activity change, negative = inhibition, % at 58.2 µM, hits read low | AID 2472 | 290,000 tested, 0.67% active | coupling enzyme system counterscreen, AmpLite Red fluorescence; in the data active = activity change below about -30%
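Counterscreen of the coupled detection system alone, without aldolase: glyceraldehyde-3-phosphate coupling enzymes plus AmpLite Red readout. Compounds at 57.5 uM final, 10 min RT preincubation, 20 min RT reaction, fluorescence 525/598 nm.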
KCNH2 3.1 inh: blocks the human KCNH2 3.1 channel isoform | 340,000 tested, 0.95% active | U2OS KCNH2 3.1, thallium flux FluxOr; hits give low values | activity change, % (tested at about 1.8 µM) | AID 720553;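 active = maximum activity change below -70%; inconclusive = maximum activity change from -70% to -50%; inactive = maximum activity change above -50%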;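 also: thallium influx rate constant from kinetic fluorescence after stimulation buffer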
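Channel expression came from 3.1 mutant virus (1.77 x 10^8 /mL) applied to suspended U2OS cells for 4 h. Flux was tracked with FluxOr dye plus Red40 quencher, and kinetic rate constants normalized to controls.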
PKM2 activator: increases activity of human pyruvate kinase M2. P14618. purified PKM2, Kinase-Glo ATP luminescence, activation; response scale: 0% is enzyme alone, no compound. Potency, µM (titrated, usually from 57.5 µM), for the others: top-dose activation, actives largely listed as activators. 260,000 tested, 0.34% active. AID 1631; also: potency is read from the fitted curve at half-maximal effect; nearly all actives have a fitted effect of over 55% in size
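Purified hPK-M2 (>95% pure) converted ADP (0.1 mM final) to ATP with 0.5 mM PEP in 50 mM imidazole pH7.2, KCl, MgCl2, Tween 20, BSA; 1 h at room temperature. ATP detected by Kinase-Glo luminescence.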
Giardia kill: kills Giardia lamblia | AID 540267 | Giardia lamblia trophozoite viability | 340,000 tested, 0.15% active | activity change, % at 7.66 µM, hits read low; in the data active = activity change below about -80%; inconclusive = between about -30% and that limit;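 also: parasites exposed to compound for two days anaerobically before the ATP read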
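Luminescence from cellular ATP indicates surviving trophozoites (100 cells/well) following 48 hrs anaerobic compound treatment at 37 deg C; signal develops 15-30 min at room temperature.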
Eya2 phos inh: inhibitors of human Eya2 phosphatase activity | O00167 | recombinant Eya2, OMFP fluorescence dephosphorylation (OMFP is methylfluorescein phosphate) | Potency, µM (series often up to 76.9 µM), for the others: top-dose activity, negative = inhibition, hits mostly inhibitors | 330,000 tested, 0.006% active | AID 488837; also: potency is read from the fitted curve at half-maximal effect
Target sequence (O00167 whole entry, looked up): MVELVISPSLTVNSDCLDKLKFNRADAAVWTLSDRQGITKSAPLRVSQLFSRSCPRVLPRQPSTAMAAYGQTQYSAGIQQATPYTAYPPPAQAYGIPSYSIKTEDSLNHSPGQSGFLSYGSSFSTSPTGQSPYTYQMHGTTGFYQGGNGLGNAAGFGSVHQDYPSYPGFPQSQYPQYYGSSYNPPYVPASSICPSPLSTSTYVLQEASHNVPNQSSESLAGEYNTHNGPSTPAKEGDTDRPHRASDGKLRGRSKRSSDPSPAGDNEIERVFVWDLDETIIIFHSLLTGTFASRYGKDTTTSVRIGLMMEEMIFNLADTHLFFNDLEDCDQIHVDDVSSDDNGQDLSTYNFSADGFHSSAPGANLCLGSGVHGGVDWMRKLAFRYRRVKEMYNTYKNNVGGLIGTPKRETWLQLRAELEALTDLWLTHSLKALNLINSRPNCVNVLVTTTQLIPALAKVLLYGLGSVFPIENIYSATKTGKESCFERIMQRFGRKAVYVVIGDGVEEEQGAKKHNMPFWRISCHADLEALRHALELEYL
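Eya2 protein (added as 0.2 uM solution) was preincubated with compound for 10 min at ambient temperature in 50 mM HEPES pH 7.5, 50 mM NaCl, 5 uM MgCl2, 0.05% BSA, 1 mM DTT. OMFP (added at 50 uM) then reacted 10 min; fluorescence read at 485/525 nm.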
GALK inhibitor: galactokinase (human) inhibition; Potency, µM (series often up to 57.5 µM), without a hit: at the highest dose activity change, negative = inhibition, actives largely listed as inhibitors; P51570; AID 1868; 270,000 tested, 0.007% active; Purified GALK, Kinase-Glo residual ATP luminescence; also: potency is read from the fitted curve at half-maximal effect
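The enzyme phosphorylates galactose (100 uM) using ATP (35 uM); inhibition is detected as higher residual ATP, quantified by bioluminescence after 1 h reaction at room temperature, pH 8.0.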
hERG WT inh: inhibitors of human wildtype KCNH2 potassium channel; 340,000 tested, 0.37% active; U2OS, BacMam KCNH2, thallium flux FluxOr; hits give low values; activity change, % at 1.84 µM; Q12809; AID 720551;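 active = maximum activity change below -70%; inconclusive = maximum activity change between -70% and -50%; inactive = maximum activity change above -50%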
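U2OS cells were transduced with wild-type KCNH2 virus (2.03 x 10^8 / mL) for 4 h at room temperature, then cultured overnight at 37 C. Thallium flux was read with FluxOr dye. Rate constants were normalized to DMSO controls.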
Numbers without * were called inactive; ? = inconclusive; · = not tested or not shown; & = joins results of further samples; [ ] = dose if it differs, or a comment. Unless noted, calls follow the shape of the dose curve; as a rule, active = well fitted curve in the direction sought with a large enough effect; inconclusive = small, poorly fitted or top-dose-only effect, or another doubt; inactive = no such curve, though single readings can be large; an effect the other way counts as inactive or inconclusive. Unless noted, % is scaled to controls: 0 for no effect and ±100 for the full control effect.

SMILES	B2AR arrestin	uPA surface inh	USP2a block	BCR signal inh	Coupling enz	KCNH2 3.1 inh	PKM2 activator	Giardia kill	Eya2 phos inh	GALK inhibitor	hERG WT inh
CN1CCN(c2cc(=O)n(C3CCCCC3)c(=O)[nH]2)CC1	-0.1%	-0.8%	-1.1%	6.2%	-0.3	-8.7	-6.1%	7.6	-0.2%	1.1%	-1.2
COc1ccc(N(C)C(=O)C2CCN(S(=O)(=O)c3cccc4nsnc34)CC2)cc1	0.3%	0.4%	1.5%	6.1%	·	1.6	·	-24.5	-0.9%	-2.6%	-18.1
Cn1c(-c2ccccc2)c(C(=O)CC#N)c2ccccc21	-0.3%	-4.1%	0.9%	-1.3%	6.7	-0.6	-0.2%	6.8	-1.4%	0.5%	0.5
COC(=O)c1cc(S(=O)(=O)NCC2CCN(Cc3ccc(F)cc3)CC2)c[nH]1	-0.2%	1.0%	3.9%	-1.3%	0.0	-45.1	·	-3.9	-10.4%	2.7%	47.5
CCN1C(=O)CC(C(=O)Nc2ccc(F)cc2)SC1=Nc1cccc(OC)c1 (configuration not stated)	0.3%	1.2%	-0.3%	?	-0.7	-7.8	0.3%	0.5	-8.9%	-1.8%	-5.8
CCOC(=O)C1CCN(C(=O)C2CCCCC2)CC1	-0.1%	0.9%	0.3%	3.1%	2.4	-3.7	9.6%	10.1	1.1%	-1.6%	-11.6
Cc1ccc(-n2[nH]c(C)c(C=NCc3ccncc3)c2=O)cc1	-0.8%	-7.2%	2.2%	-2.1%	0.3	0.8	-7.1%	-1.3	-7.6%	-1.3%	-2.7
CC(C)CCNC(=O)C(=O)NCc1ccccc1	-0.4%	1.6%	0.1%	-15.9%	-0.4	1.5	-14.5%	-15.3	-13.1%	3.9%	-5.7
O=C(Nc1cccc(C(F)(F)F)c1)c1cccnn1	0.3%	2.5%	1.7%	?	-3.0	-2.6	·	-29.6	-0.6%	·	2.4
Cc1nc(CCNC(=O)CC2C(=O)NCCN2Cc2ccccc2)nc2c1CCC2 (configuration not stated)	0.0%	5.4%	3.7%	-6.3%	·	-1.5	·	-16.7	-11.3%	5.3%	1.5
COc1ccc(CNC(=O)[C@H](C)NC(=O)[C@@H]2Cc3ccccc3CN2)cc1	-0.2%	-0.5%	-1.0%	1.8%	0.5	12.1	·	14.2	1.1%	-4.7%	-9.1
Cc1cc2nc(-c3ccc(NC(=O)C(C)C)cc3)oc2cc1C	0.0%	1.6%	2.5%	?	0.5	-6.4	1.0%	-2.5	0.4%	-0.3%	-5.5
CCOc1c2ccc(C(=O)NCC34CC5CC(CC(C5)C3)C4)cc2nn1CC	0.5%	?	2.6%	7.6%	2.7	-11.1	-9.0%	-16.0	14.0%	·	5.1
O=C(O)c1nn(-c2ccccc2C(F)(F)F)cc1O	0.3%	5.2%	6.8%	0.0%	-0.6	-1.8	1.7%	-2.4	3.9%	1.4%	-3.1
CSc1ccc(S(=O)(=O)NCc2ccc(C)cc2)cc1	-0.2%	·	1.8%	?	0.9	-78.2*	-0.1%	15.8	-9.4%	0.3%	41.3
COc1ccc(OCCCN(C)Cc2ccccc2)cc1	-1.0%	-9.3%	-1.0%	1.9%	-1.1	-3.3	0.1%	47.6[activator]	6.9%	-1.4%	0.6
Cc1nn2c(N)c(-c3ccccc3)cnc2c1-c1ccc(Cl)cc1	0.4%	-1.1%	0.3%	-6.8%	-2.0	-9.9	·	-2.9	-4.2%	-2.1%	-7.8
COc1cccc(NC(=O)COC(=O)C2CC(=O)N(c3ccc(C)cc3)C2)c1 (configuration not stated)	0.2%	-7.1%	0.7%	?	·	-41.7	·	9.3	11.7%	·	-0.9
COc1c(OC)c2[nH]c(=O)cc3c4ccccc4n(c1=O)c23	0.4%	-2.9%	1.8%	-0.2%	·	1.6	·	-1.5	-11.8%	·	-9.1
c1ccc(C2[C@H]3CN(CC4CCCCC4)[C@H](c4ccccc4)C34CC2(c2ccccc2)C4)cc1 (some centres not stated)	-0.5%	7.1%	-5.1%	-0.3%	-0.8&-2.3	-1.3	-5.4%&-1.2%	5.6	2.4%	1.4%	-25.4
C=CCn1c(SCC(N)=O)nc2scc(-c3ccc(C)o3)c2c1=O	0.8%	-0.2%	2.6%	17.1%	0.0	4.5	31.6µM*	-14.0	-6.5%	4.5%	0.8
Clc1ccc(-c2c[n+](Cc3ccc(Cl)cc3Cl)c3n2CCCCC3)cc1	-0.9%	?	0.6%	?	0.4	-10.0	20.1%	-6.6	4.1%	0.0%	-0.8
C/C(=N/NC(=O)CSc1nc2ccccc2n1C)c1ccncc1	-0.4%	4.2%	-1.6%	-22.0%	2.4	-3.1	3.6%	6.6	-4.4%	8.8%	1.9
CCOC(=O)C1CCCN(Cc2nc(N)nc(Nc3ccc(Cl)cc3)n2)C1 (configuration not stated)	0.2%	-3.6%	-0.8%	2.2%	-0.8	?	-8.4%	-2.7	16.7%	-0.5%	-9.4
COc1cccc(C(=O)/C=C/Nc2ccc(S(=O)(=O)Nc3cccc(C(C)=O)c3)cc2)c1	-0.2%	-16.9%	-14.1%	0.5%	0.1	-36.7	13.8%	-16.1	-11.8%	-2.1%	-5.1
C=C(C)c1cccc(C(C)(C)NC(=O)N2CCN(c3ccccc3)CC2)c1	-0.7%	-13.7%	1.5%	-10.4%	1.7	-26.8	0.2%	4.3	-0.5%	-2.5%	2.8
COc1ccc(CN(CCC#N)CCC2(c3ccccc3)CC(C)N(C)CC2C)cc1OC (configuration not stated)	-0.1%	-2.3%	-0.4%	-1.1%	0.2	5.7	4.8%	45.3[activator]	2.6%	3.1%	-2.2
CN1CCN(c2nc(-c3ccccc3)ncc2S(C)(=O)=O)CC1	-0.5%	-6.6%	7.4%	-1.8%	1.7	-7.7	·	4.5	17.5%	-1.8%	21.8
CCOC(=O)c1cc2c(s1)-c1c(C)cccc1OC2	-0.1%	2.8%	-0.4%	?	1.4	12.7	6.7%	-12.3	2.6%	2.4%	-9.7
CCc1ccccc1N(CC(=O)NCC1CCCO1)C(=O)CCC(=O)Nc1nccs1 (configuration not stated)	-0.1%	·	0.3%	-0.3%	-0.6	-31.0	-1.4%	-8.0	1.9%	-2.0%	-14.7
COC(=O)c1cc(NC(=O)/C=C/c2ccc3c(c2)OCO3)cc(C(=O)OC)c1	-0.8%	0.2%	1.6%	?	3.0	-6.3	3.2%	-11.2	-4.9%	·	-1.3
O=C1c2cccc3cccc(c23)C(=O)N1OS(=O)(=O)c1ccccc1	-0.1%	2.2%	1.5%	?	-3.0	-0.3	-5.6%	0.8	9.5%	1.5%	6.5
O=C1c2ccccc2C(=O)c2c1ccc(O)c2O	·	-20.6%	·	·	-0.2&-2.9	2.3	·	-16.1	·	·	10.3
C/C(=N\NC(=O)C(=O)Nc1c(C)n(C)n(-c2ccccc2)c1=O)c1ccc(Cl)s1	-0.3%	-5.6%	0.6%	-6.4%	1.9	26.4	-1.8%	-27.4	4.4%	9.8%	-6.6
CCOc1ccccc1N(CC(=O)N1CCCC1)S(C)(=O)=O	-0.3%	-1.2%	-0.5%	9.1%	1.4	-2.5	-1.0%	10.4	0.8%	4.5%	-9.5
C/C(=N\NC(=O)COc1cccc(C)c1)c1ccc2ccccc2c1O	0.3%	?	1.8%	-7.5%	·	-13.2	·	3.1	2.7%	-6.9%	-4.2
COc1ccc(S(=O)(=O)N2CCOCC2)cc1NC(=O)CCCOc1ccc(Cl)cc1C	-0.4%	-2.8%	-2.3%	-1.1%	·	-46.0	·	-16.0	6.5%	·	19.5
Cc1cc(C)cc(NC(=O)C2C3C=CC(O3)C2C(=O)O)c1 (configuration not stated)	-1.2%	-2.3%	-0.7%	-2.4%	-4.6	-2.8	2.9%	4.8	1.9%	-1.7%	-0.2
COc1ccc(CCN(C)C/C=C/c2ccccc2)cc1OC	-0.1%	?	-1.0%	-3.3%	2.4	?	1.3%	-7.1	4.1%	1.8%	7.3
Cc1cc(Oc2ccc(-c3ccccc3)cc2)n2ncnc2n1	-1.1%	-12.4%	2.1%	?	3.2	4.0	12.6%	6.0	2.0%[15.4 µM]	1.0%	-2.4
Cc1cc(C)n2nc(SCC(=O)NC(=O)c3ccccc3Cl)nc2n1	-0.3%	-3.4%	1.7%	-0.9%	·	20.3	·	-11.5	3.3%	·	11.7
Cc1cccc2cc(C#N)c(SCC(=O)N3CCC(C)CC3)nc12	0.2%	-4.1%	2.2%	10.2%	-3.0	-14.6	2.5%	2.8	-0.4%	-1.0%	-6.5
CN1CCN(CCC2Oc3cc([N+](=O)[O-])ccc3NC2=O)CC1 (configuration not stated)	-1.4%	21.7%	9.9%	0.1%	0.7	-6.4	4.2%	-1.5	7.7%	-1.4%	0.5
Cn1ncc(Cl)c1C(=O)Nc1ccc2c(c1)CCC2	-1.7%	1.5%	1.4%	?	-2.8	-2.6	-3.5%	-6.2	12.6%	3.1%	-8.3

Compound activity as filed in PubChem BioAssay.
